Screening results deposited in PubChem BioAssay by Southern Research Specialized Biocontainment Screening Center.
influenza NS1A – H1N1 influenza NS1A inhibitors, functional cell based assay (AID 504329) | NS1A functional cell-based assay, percent inhibition; higher % means a stronger effect | inhibition, % at 12.5 µM, or IC50 in µM where a hit was titrated | 340,000 compounds, 0.3% hits; in the data active means a potency from the dose series; inconclusive means inhibition above about 27% without an active follow-up result; further: strong numbers were not always called active
inhibitors of VEEV – inhibitors of VEEV TC-83 cytopathic effect, confirmation, Vero cells (AID 588727) | Vero cells, VEEV TC-83 cytopathic effect inhibition; higher % means a stronger effect | 350,000 compounds, 0.13% hits | inhibition, % at 20 µM; hits with a dose series show IC50 in µM; in the data active means a potency from the dose series; inconclusive means inhibition mostly from about 14% at the one dose, without a potency; inactive means the rest, 99 in 100 with inhibition below about 12%; further: strong numbers were not always called active
Salmonella PhoP GFP – PhoP regulon inhibitors, Salmonella typhi PhoP promoter GFP reporter, confirmatory (AID 1850); 310,000 compounds, 0.33% hits; Salmonella Typhi PhoP-promoter GFP reporter, fluorescence, 4 h; higher % means a stronger effect; one-dose inhibition, % at 50 µM; IC50 in µM for titrated hits; in the data active means a potency from the dose series; inconclusive means inhibition mostly from about 25% at the one dose, without a potency; inactive means the rest, 99 in 100 with inhibition below about 19%;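 further: 0% = induced wells with vehicle and 100% = uninduced wells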
tuberculosis growth – growth inhibition of non-replicating M. tuberculosis (AID 488890). Mycobacterium tuberculosis non-replicating, growth inhibition; higher % means a stronger effect. one-dose inhibition, % at 25 µM; IC50 in µM for titrated hits. 320,000 compounds, 0.39% hits; in the data active means a potency from the dose series; inconclusive means inhibition mostly from about 82% at the one dose, without a potency; inactive means the rest, 99 in 100 with inhibition below about 76%;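 further: plate controls were DMSO cells for no effect and high antibiotic wells for full effect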
M. tuberculosis HTS – M. tuberculosis growth inhibition, HTS (AID 449762); M. tuberculosis H37Rv growth inhibition, 7H9 media; higher % means a stronger effect; inhibition, % at 25 µM, or IC50 in µM where a hit was titrated; 330,000 compounds, 0.59% hits; in the data active means a potency from the dose series; inconclusive means inhibition above about 70% without an active follow-up result;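 further: bacterial growth assessed after seven days of incubation; strong numbers were not always called active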
inhibitors of VEEV 10K pilot screen – recorded beside inhibitors of VEEV, whose call it bears; inhibition, %; measured here: 10K pilot screen inhibition
An asterisk follows results filed as active; i = inactive; ? = inconclusive; / = no result given.

SMILES	influenza NS1A	inhibitors of VEEV	Salmonella PhoP GFP	tuberculosis growth	M. tuberculosis HTS	others
O=C(CN1CCCN(Cc2ccc(F)cc2Cl)C1=O)NCc1ccccc1	5.1%	0.7%	-1.2%	-4.7%	-4.2%	inhibitors of VEEV 10K pilot screen=0.2
CCc1nnc(NC(=O)c2ccc(S(C)(=O)=O)cc2)s1	4.2%	2.6%	25.6%	5.6%	0.3%
Cc1cccc(OCc2nnc(SCC(=O)Nc3cc(C)on3)n2C)c1	-3.6%	i	-3.1%	30.2%	-0.5%
O=C(c1ccc([N+](=O)[O-])s1)N1CCc2ccccc2C1	-11.1%	i	-11.1%	?	12.3%
CNC(=O)C1CCN(S(=O)(=O)c2c(C)noc2/C=C/c2ccccc2F)CC1	-0.5%	1.2%	8.9%	17.1%	5.4%	inhibitors of VEEV 10K pilot screen=0.0
O=C(NNC(=O)c1ccco1)c1csc(N2CCOCC2)n1	-10.4%	7.3%	-5.9%	-1.6%	5.5%
Cc1cccc(C)c1OCc1cc(C(=O)N(C)CCc2ccccn2)no1	-6.8%	8.2%	-4.7%	12.1%	-6.5%
N#Cc1ccccc1COC(=O)c1cccnc1N	9.2%	1.0%	-3.7%	0.3%	-12.1%
COc1ccc(-n2c(=O)c3ccccc3n(CC(=O)NC3CCCCC3)c2=O)cc1	-9.1%	5.9%	-3.1%	-5.0%	-7.5%
O=Cc1c(NCc2cccc(F)c2)c2ccccc2[nH]c1=O	-3.8%	0.0%	-3.9%	5.5%	-4.5%
N#CC(C#N)=C1c2cc(S(=O)(=O)NCCO)ccc2-c2ccc(S(=O)(=O)NCCO)cc21	-2.8%	0.3%	2.4%	-9.2%	-5.8%
Cc1ccc(Cl)cc1NC(=S)N1CCCCCC1	24.8%	4.2%	-4.5%	14.8%	3.7%
CC1(C)Cc2c(ccc3ccccc23)C(c2cc3ccccc3oc2=O)=N1	4.6%	i	-8.0%	20.8%	-5.0%
COc1cc(NC(=O)NC2Cc3ccccc3C2)cc(OC)c1	-31.7%	1.0%	3.6%	-18.5%	-5.2%
CC1(C)C(=O)OC(c2cccn2-c2ccc([N+](=O)[O-])cc2)C2(CCCCC2)C1=O (stereo not given)	2.6%	1.4%	-6.8%	-0.9%	-3.7%
COCCN(CCOC)C(=S)Nc1ccccc1	-15.3%	0.0%	-4.0%	-4.8%	-4.5%
Cc1cc(C(=O)OCC(=O)Nc2ccccc2)c(C)o1	-1.6%	3.0%	-10.6%	47.3%	-1.6%
SC(COCc1ccccc1)CN1CCN(Cc2ccc3c(c2)OCO3)CC1 (stereo not given)	9.5%	i	-9.1%	29.5%	11.9%
CN(C)c1ccc(C2/C(=C(/O)c3ccccc3)C(=O)C(=O)N2CCCC(=O)O)cc1 (stereo not given)	-13.0%	i	1.9%	-6.5%	-5.0%
BrC(=C\c1ccccc1)/C=N/Nc1nc2ccccc2[nH]1	-1.3%	8.6%	0.1%	17.1%	19.2%
O=C(Nc1ccc(S(=O)(=O)N2CCCC2)cc1)c1ccc(F)cc1	-1.1%	0.5%	/	/	/
COc1ccc(C2c3ccc4ccccc4c3Oc3ncn(CCO)c(=N)c32)cc1OC (stereo not given)	22.4%	6.5%	-10.4%	29.8%	7.0%
CC(C)C[C@@]12C(=O)N(c3cccc(F)c3)C(=O)N1[C@H](c1ccc(F)cc1)[C@@H]1C(=O)N(C3CCCCC3)C(=O)[C@@H]12	1.1%	i	-2.8%	54.6%	-1.3%
OC(CNCc1cccnc1)COc1ccc2ccccc2c1 (stereo not given)	-11.4%	0.1%	11.5%	4.0%	0.4%
CC(C)C/C(=N/O)c1cn(C)c2ccccc12	-10.5%	1.1%	1.5%	14.4%	1.4%
COc1ccc(NCc2cc(=O)oc3cc(NC(C)=O)ccc23)cc1	-0.1%	0.7%	-3.7%	6.0%	16.0%
Cc1cc(C)c(C)c(S(=O)(=O)NCc2cccnc2)c1C	-4.7%	0.7%	-12.1%	12.4%	0.5%
Cc1cc2oc(=O)cc(Cn3ccnc3)c2cc1C	-6.6%	i	-7.5%	21.9%	-10.1%
O=S(=O)(c1ccc2c(c1)OCCO2)N1CCC(c2nc3ccc(Cl)cc3[nH]2)CC1	-15.1%	i	-15.2%	46.6%	56.5%
Cc1ccc(NC(=S)NCc2ccc(S(N)(=O)=O)cc2)c(C)c1	4.8%	0.8%	-1.1%	11.8%	1.2%	inhibitors of VEEV 10K pilot screen=0.6
Cc1c(C(=O)O)cccc1-c1ccc(/C=C2/NC(=O)N(c3ccccc3)C2=O)o1	-14.3%	0.7%	7.2%	9.4%	-4.7%
COc1ccc(OC)c(Nc2cc(C)c3ccccc3n2)c1	0.9%	8.5%	7.2%	32.9%	?
COc1ccccc1NC(=O)Nc1c(C)n(C)n(-c2ccccc2)c1=O	3.5%	i	-3.2%	-7.1%	-3.8%
COc1ccccc1NC(=O)COC(=O)CCc1ccc(S(=O)(=O)N2CCOCC2)cc1	4.4%	0.3%	/	/	5.0%
C/C=C/c1ccc(OCCCN2C(=O)NC(C)(C)C2=O)c(OC)c1	13.2%	i	-0.6%	1.9%	-1.7%
COc1cc(OC)c2c(-c3ccccc3)cc(=O)oc2c1	4.3%	0.6%	-9.8%	-4.4%	-6.0%
O=C(COC(=O)CCc1nc2ccccc2c(=O)[nH]1)NCc1ccc(F)cc1	2.7%	0.7%	18.3%	1.7%	2.1%
COc1ccc(CC(=O)N2CCN=C2SCc2cccc([N+](=O)[O-])c2)cc1	5.8%	3.7%	-7.3%	59.9%	0.9%
CCCCOc1ccccc1NC(=O)CSc1nnnn1C(C)(C)C	1.1%	i	3.9%	17.5%	-6.8%
N/C(=N\OC(=O)CCCC(=O)O)c1ncc(C(F)(F)F)cc1Cl	11.3%	0.5%	3.2%	17.3%	14.7%
O=C1NC(=O)N(CCNc2ncc(C(F)(F)F)cc2Cl)C(=O)C1/C=N/OCc1c(F)cccc1Cl (stereo not given)	-12.3%	11.6%	1.0%	-6.1%	-0.8%
NCCc1nnc(SCC(=O)Nc2ccc(Br)cc2)o1	-4.7%	0.6%	16.0%	18.1%	-1.4%
COc1ccc(S(=O)(=O)Nc2nc3c(s2)CCCC3)cc1	-14.1%	1.3%	-14.9%	7.9%	-5.7%
CCC1CN(C)C2Cc3c([nH]c4ccccc34)C(=O)CC1C2C(=O)OC (stereo not given)	0.2%	7.3%	11.2%	-6.8%	-0.4%
CN1c2ccsc2C(O)=C(C(=S)Nc2ccc(F)c(Cl)c2)S1(=O)=O	1.6%	1.3%	8.5%	-2.0%	13.2%
O=C(O)c1cccc(-n2cccc2/C=C2\NC(=O)N(Cc3ccc(F)cc3)C2=O)c1	-5.4%	8.5%	-3.9%	8.9%	-2.2%
Cc1ccc(S(=O)(=O)N2CCCCC2)cc1C(=O)NCC1CCCO1 (stereo not given)	-14.1%	1.3%	-0.2%	-17.1%	-5.9%
CNC(=S)N1N=C(c2ccc(Br)cc2)CC1c1ccc(N(C)C)cc1 (stereo not given)	10.4%	6.5%	-5.9%	12.0%	-2.4%
O=C(Nc1cc(Cl)ccc1N1CCCCC1)c1cccs1	-4.3%	0.1%	0.7%	/	-10.8%
COc1ccc(-c2cc(C(F)(F)F)nc(SCc3cccc(C(=O)O)c3)n2)cc1	-12.3%	0.6%	0.2%	17.8%	23.0%
CCc1ccc(C2=NNC(=Nc3c(C)n(C)n(-c4ccccc4)c3=O)SC2)cc1	-2.4%	1.9%	8.7%	-15.6%	-2.9%
CCOC(=O)c1cnn(-c2cc(C)nc3c(-c4ccccc4)c(C)nn23)c1N	7.7%	4.4%	2.1%	-5.3%	2.6%
COc1ccc(C)cc1NS(=O)(=O)c1cn(C)c(=O)n(C)c1=O	6.1%	i	5.1%	-0.4%	-6.7%
Cc1cc(N(C)/N=C/c2ccccc2)nc(-c2ccccc2O)n1	-3.5%	8.4%	-0.6%	-3.1%	31.4%
COc1ccccc1N1CCN(C2CCC(C)CC2)CC1 (stereo not given)	-3.7%	0.5%	4.8%	-10.4%	-2.4%
O=C(N/C(=C/c1ccccc1)C(=O)N1CCOCC1)c1ccc([N+](=O)[O-])cc1	3.6%	0.7%	-8.6%	12.8%	-0.1%	inhibitors of VEEV 10K pilot screen=0.6
CCc1ccc(/C=C2\SC(=S)N(CCC(=O)Nc3cc(C)on3)C2=O)cc1	9.3%	i	-4.7%	0.6%	3.8%
O=C(NN/C(=N/S(=O)(=O)c1ccc(Cl)cc1)c1ccccc1)c1ccc(O)cc1	15.1%	1.2%	-5.5%	35.5%	12.7%
Cc1ccc(/C=c2\s/c(=C(/C#N)C(=O)N3CCCC3)n(Cc3ccco3)c2=O)s1	2.9%	4.9%	3.4%	23.3%	1.1%
CNC(=O)c1cc(NC(=O)CCn2nc(-c3ccc(C)cc3)c3ccccc3c2=O)ccc1OC	/	6.0%	-10.1%	-2.5%	2.3%

As a working copy, part of the list above:
SMILES	influenza NS1A	inhibitors of VEEV	Salmonella PhoP GFP	tuberculosis growth	M. tuberculosis HTS	others
CCc1ccc(C2=NNC(=Nc3c(C)n(C)n(-c4ccccc4)c3=O)SC2)cc1	-2.4%	1.9%	8.7%	-15.6%	-2.9%
CCOC(=O)c1cnn(-c2cc(C)nc3c(-c4ccccc4)c(C)nn23)c1N	7.7%	4.4%	2.1%	-5.3%	2.6%
COc1ccc(C)cc1NS(=O)(=O)c1cn(C)c(=O)n(C)c1=O	6.1%	i	5.1%	-0.4%	-6.7%
Cc1cc(N(C)/N=C/c2ccccc2)nc(-c2ccccc2O)n1	-3.5%	8.4%	-0.6%	-3.1%	31.4%
COc1ccccc1N1CCN(C2CCC(C)CC2)CC1 (stereo not given)	-3.7%	0.5%	4.8%	-10.4%	-2.4%
O=C(N/C(=C/c1ccccc1)C(=O)N1CCOCC1)c1ccc([N+](=O)[O-])cc1	3.6%	0.7%	-8.6%	12.8%	-0.1%	inhibitors of VEEV 10K pilot screen=0.6
CCc1ccc(/C=C2\SC(=S)N(CCC(=O)Nc3cc(C)on3)C2=O)cc1	9.3%	i	-4.7%	0.6%	3.8%
O=C(NN/C(=N/S(=O)(=O)c1ccc(Cl)cc1)c1ccccc1)c1ccc(O)cc1	15.1%	1.2%	-5.5%	35.5%	12.7%
Cc1ccc(/C=c2\s/c(=C(/C#N)C(=O)N3CCCC3)n(Cc3ccco3)c2=O)s1	2.9%	4.9%	3.4%	23.3%	1.1%
CNC(=O)c1cc(NC(=O)CCn2nc(-c3ccc(C)cc3)c3ccccc3c2=O)ccc1OC	/	6.0%	-10.1%	-2.5%	2.3%

(cont.)
SMILES	influenza NS1A	inhibitors of VEEV	Salmonella PhoP GFP	tuberculosis growth	M. tuberculosis HTS	others
Cc1nc2ccccc2n1Cc1ccccc1	-3.4%	0.1%	-8.3%	29.9%	-18.8%
COc1ccc(CN(C(=O)c2oc3ccccc3c2C)C2CCS(=O)(=O)C2)cc1OC (stereo not given)	-2.0%	7.7%	-7.8%	-1.5%	4.0%
Cc1ccc(N(Cc2ccccc2F)S(C)(=O)=O)c(C)c1	4.6%	i	-5.2%	-5.8%	-6.5%
O=C1CSC(c2cn(-c3ccccc3)nc2-c2cc3ccccc3oc2=O)N1Cc1ccco1 (stereo not given)	1.5%	i	-1.0%	25.0%	-0.1%	inhibitors of VEEV 10K pilot screen=7.5
O=C(O)CCc1nc(-c2ccccc2)no1	10.8%	1.5%	-16.2%	10.1%	-2.5%
NC1=NC(=O)/C(=C/c2ccc(Br)cc2)S1	-3.2%	0.8%	2.3%	3.6%	0.3%
Cc1c(C)c2ccc(OC(C)C(=O)NCCc3c[nH]c4ccccc34)cc2oc1=O (stereo not given)	-2.5%	8.0%	16.6%	36.1%	1.3%
O=C(Cn1c(SCC(=O)N2CCCc3ccccc32)nc2ccccc21)N1CCCC1	-5.5%	i	7.2%	-11.8%	-4.0%
CC(CN1CCOCC1)OC(=O)CCc1ccccc1 (stereo not given)	-3.2%	1.6%	-2.9%	0.8%	1.2%
CCc1c(C)nc(SCC(=O)NNC(=O)Cc2ccc(OC)cc2)[nH]c1=O	7.2%	1.4%	7.6%	9.9%	-0.9%
O=C(c1cc2c(ccc3ccccc32)oc1=O)N1CCCC1	19.0%	2.5%	-7.5%	0.8%	-0.4%
CCCCN(CCO)c1ncnc2sc(-c3ccccc3)cc12	-11.4%	7.7%	-16.2%	31.4%	?
